Screening results deposited in PubChem by several laboratories.
Mcl1 Bid PPI – disrupts binding of human Mcl-1 to Bid peptide. Q07820. TR-FRET Mcl-1/Bid-Dy647 peptide binding, 1536-well. inhibition, % at 21.7 µM. hit rate 0.97% among 220,000;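 active = compounds that cut the binding signal by more than half at the single screening dose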;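 note: His-tagged Mcl-1 with europium anti-His antibody binding Bid BH3 peptide; 0% = Mcl-1 plus peptide wells and 100% = peptide-only wells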
Target sequence (Q07820 whole entry, looked up): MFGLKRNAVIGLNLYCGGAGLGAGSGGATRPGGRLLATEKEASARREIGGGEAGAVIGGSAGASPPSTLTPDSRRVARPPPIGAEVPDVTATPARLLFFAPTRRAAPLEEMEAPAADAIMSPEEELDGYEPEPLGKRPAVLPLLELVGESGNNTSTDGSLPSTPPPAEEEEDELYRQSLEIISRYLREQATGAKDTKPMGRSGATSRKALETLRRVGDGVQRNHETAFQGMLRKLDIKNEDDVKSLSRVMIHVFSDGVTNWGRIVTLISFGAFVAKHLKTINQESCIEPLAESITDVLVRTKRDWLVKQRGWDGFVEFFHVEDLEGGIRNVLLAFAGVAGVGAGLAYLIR
RGS7-Gao reg – regulators of human RGS7-Galphao interaction | P09471 | Multiplexed bead flow cytometry, RGS7-Galphao binding; actives lie on both sides | binding response (% of control), % at 10 µM | hit rate 0.35% among 220,000 | AID 1439; in the data active = binding response below about 49% or above about 150%; inconclusive = no clear call, values can overlap the other calls; inactive = in between;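 note: fluorescent Galphao held in activated GDP-AlF4 state binding bead-coupled RGS7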
Bim-Bcl-XL – inhibitors of Bim-Bcl-XL interaction, human; Bim peptide-Bcl-XL binding, bead flow cytometry, fluorescence; inhibition, % at 10 µM; hit rate 0.04% among 190,000; AID 1007
Target sequence (Q07817 whole entry, looked up): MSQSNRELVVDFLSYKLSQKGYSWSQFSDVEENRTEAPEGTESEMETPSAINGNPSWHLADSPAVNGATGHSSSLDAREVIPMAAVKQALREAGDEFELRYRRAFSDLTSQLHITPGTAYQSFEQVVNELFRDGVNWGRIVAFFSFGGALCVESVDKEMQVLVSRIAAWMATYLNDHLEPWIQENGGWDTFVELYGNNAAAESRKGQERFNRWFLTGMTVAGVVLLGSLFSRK
Bim-Bcl-W – disrupts Bim peptide binding to human Bcl-W; Q92843; bead-based flow cytometry; inhibition, % at 10 µM; hit rate 0.02% among 190,000; AID 952;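 note: 0% = bound tracer without compound and 100% = peptide blocker; higher means less fluorescent Bim peptide bound to Bcl-W beads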
RGS8-Gao reg – regulators of human RGS8-Galphao interaction. P09471. multiplexed bead flow cytometry, RGS8-Galphao binding; actives lie on both sides. response (percent of control binding), % at 10 µM. hit rate 0.34% among 220,000; in the data active = response below about 60% or above about 140%; inactive = in between;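 note: Galphao activated as the GDP aluminium fluoride complex binding bead-coupled RGS8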
RGS4-Gao reg – modulates binding of RGS4 to human Galphao; P09471; Multiplexed bead flow cytometry; actives lie on both sides; binding response (% of control), % at 10 µM; hit rate 0.33% among 220,000; in the data active = binding response below about 49% or above about 150%; inactive = in between;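 note: fluorescent Galphao activated with aluminum fluoride binding bead-coupled RGS4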
Bcl-2 Bim block – human Bim-Bcl-2 interaction inhibition | P10415 | hit rate 0.06% among 190,000 | inhibition, % at 10 µM | AID 950 | Bead-based flow cytometry, Bim peptide-Bcl-2 binding; in the data active = inhibition above about 40%; inconclusive = no clear call, values can overlap the other calls;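 note: 0% = no compound wells with probe peptide and 100% = reference peptide inhibitor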
Target sequence (P10415 whole entry, looked up): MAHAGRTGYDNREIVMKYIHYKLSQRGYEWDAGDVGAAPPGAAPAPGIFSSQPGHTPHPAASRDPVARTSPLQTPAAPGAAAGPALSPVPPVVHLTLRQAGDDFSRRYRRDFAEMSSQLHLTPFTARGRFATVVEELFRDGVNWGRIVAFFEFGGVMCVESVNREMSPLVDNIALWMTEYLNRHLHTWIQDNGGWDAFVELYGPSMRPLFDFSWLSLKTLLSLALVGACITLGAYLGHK
Bfl-1 Bim block – inhibitors of Bim-Bfl-1 interaction, human; Q16548; Bead-based flow cytometry, Bim-Bfl-1 binding inhibition; inhibition, % at 10 µM; hit rate 0.12% among 190,000; AID 1008;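 note: 0% = wells without compound plus tracer and 100% = blocker peptide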
Bim-Mcl-1 – inhibitors of Bim-Mcl-1 interaction, human; inhibition, % at 10 µM; hit rate 0.1% among 190,000; AID 1009; Q07820; Bead-based flow cytometry, Bim peptide-Mcl-1 binding;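 note: 0% = no compound tracer wells and 100% = peptide blocker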
Bim-Bcl-B – disrupts Bim peptide binding to human Bcl-B; bead-based flow cytometry; inhibition, % at 10 µM; hit rate 0.073% among 190,000;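 note: 0% = tracer peptide without compound and 100% = reference inhibitor peptide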
Target sequence (Q9HD36 whole entry, looked up): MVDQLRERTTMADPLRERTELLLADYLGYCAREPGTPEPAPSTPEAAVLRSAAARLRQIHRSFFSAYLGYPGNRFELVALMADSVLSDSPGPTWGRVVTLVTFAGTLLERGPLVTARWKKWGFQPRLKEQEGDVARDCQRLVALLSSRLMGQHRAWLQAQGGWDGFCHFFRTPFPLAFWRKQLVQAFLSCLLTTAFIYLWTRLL
GSH bead fluor – GSH bead compound fluorescence profile; GSH beads flow cytometry, compound fluorescence 488/530 nm; active compounds read high; fluorescence (KMESF) at 10 µM; hit rate 0.25% among 190,000; in the data active = fluorescence above about 89;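 note: glutathione beads carrying GST-tagged Bcl family fusion proteins plus one bare bead set; values are compound well signal with DMSO vehicle wells as background; inactives centre near 16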
Numbers without * were called inactive; ? = inconclusive. Cut-off read from the data, not from the text of the source, unless noted: active = inhibition above about 40%. Compounds as they come. About 1.8% of those tested had a hit in this group.

SMILES	Mcl1 Bid PPI	RGS7-Gao reg	Bim-Bcl-XL	Bim-Bcl-W	RGS8-Gao reg	RGS4-Gao reg	Bcl-2 Bim block	Bfl-1 Bim block	Bim-Mcl-1	Bim-Bcl-B	GSH bead fluor
Cc1ccc(C)c(-n2c3nc(=O)[nH]c(=O)c-3cc3cc([N+](=O)[O-])ccc32)c1	-14.8	93.5	1.0	2.0	93.3	92.6	7.0	0.0	0.0	6.0	8
Fc1ccc(C2=CSC3=NCCN23)cc1	-34.8	89.7	-3.0	-1.0	97.2	91.4	-2.0	-6.0	-2.0	-3.0	17
COc1ccc(C(=O)OCCc2ccc(O)cc2)cc1	-1.8	101.7	-2.0	-3.0	100.0	99.7	0.0	0.0	-3.0	-5.0	16
Cc1cc(C(=O)Nc2cc(C)n(Cc3ccc(Cl)cc3)n2)no1	-8.7	103.8	0.0	1.0	101.2	103.1	-7.0	-14.0	2.0	-5.0	21
O=C(Nc1ccccc1)C1=C(O)CC(c2ccc(Cl)cc2)N2CCN=C12 (stereo not drawn)	-12.3	99.1	-5.0	-2.0	96.2	97.1	-5.0	-10.0	0.0	-2.0	10
Cc1cc2cc(CN(CC3CCCO3)C(=S)NCc3ccco3)c(=O)[nH]c2cc1C (stereo not drawn)	-58.0	101.7	-6.0	-2.0	99.7	99.2	-6.0	5.0	-2.0	-17.0	14
Cc1cc(NC(=O)C23CCC(C)(C(=O)O2)C3(C)C)no1 (stereo not drawn)	44.2	100.7	-1.0	1.0	101.6	103.2	-2.0	-1.0	0.0	-2.0	21
COC(=O)CSc1cc(C(F)(F)F)nc(-c2ccccn2)n1	-0.6	94.2	-2.0	1.0	97.0	98.0	-3.0	-8.0	1.0	-7.0	15
CCOC(=O)C1=C(O)CCn2c1nc1ccccc12	-9.0	103.1	-15.0	-2.0	102.4	96.8	-8.0	-14.0	-6.0	-6.0	26
O=C(c1cc(COc2ccc3ncccc3c2)on1)N1CCC(O)CC1	-11.3	93.8	-3.0	-3.0	98.1	98.3	-4.0	-7.0	-1.0	-5.0	10

Complete entries, quoted from the list.
COc1ccc(C(=O)OCCc2ccc(O)cc2)cc1 is entered as Mcl1 Bid PPI = -1.8; RGS7-Gao reg = 101.7; Bim-Bcl-XL = -2.0; Bim-Bcl-W = -3.0; RGS8-Gao reg = 100.0; RGS4-Gao reg = 99.7; Bcl-2 Bim block = 0.0; Bfl-1 Bim block = 0.0; Bim-Mcl-1 = -3.0; Bim-Bcl-B = -5.0; GSH bead fluor = 16
Cc1cc(C(=O)Nc2cc(C)n(Cc3ccc(Cl)cc3)n2)no1 is entered as Mcl1 Bid PPI = -8.7; RGS7-Gao reg = 103.8; Bim-Bcl-XL = 0.0; Bim-Bcl-W = 1.0; RGS8-Gao reg = 101.2; RGS4-Gao reg = 103.1; Bcl-2 Bim block = -7.0; Bfl-1 Bim block = -14.0; Bim-Mcl-1 = 2.0; Bim-Bcl-B = -5.0; GSH bead fluor = 21

More compounds
SMILES	Mcl1 Bid PPI	RGS7-Gao reg	Bim-Bcl-XL	Bim-Bcl-W	RGS8-Gao reg	RGS4-Gao reg	Bcl-2 Bim block	Bfl-1 Bim block	Bim-Mcl-1	Bim-Bcl-B	GSH bead fluor
O=C(Oc1cccc2c(OC(=O)N3CCCC3)cccc12)N1CCCC1	-6.3	99.8	4.0	2.0	99.8	95.3	4.0	3.0	14.0	9.0	64
COCCOc1cc(Nc2nnc(C(F)(F)F)s2)c(Cl)cc1Cl	-4.2	102.9	-14.0	1.0	101.8	104.4	-9.0	-12.0	0.0	-5.0	40
CCn1c(SCc2cccc(C)c2)nnc1-c1ccccc1	-6.0	98.4	1.0	5.0	98.9	97.3	4.0	1.0	14.0	0.0	16
CN1/C(=C\C(=O)Nc2ccc(Cl)cc2)C(C)(C)c2ccccc21	-74.8	113.5	40.0*	27.0	124.2	110.5	26.0	39.0	31.0	25.0	8
O=C(NCc1ccccc1)Nc1cccn(Cc2ccc(Cl)cc2)c1=O	-21.5	98.3	3.0	1.0	105.0	103.8	3.0	0.0	2.0	0.0	27
CC(=O)N/C(=C\c1ccccc1)C(=O)OCC(=O)N(C)C1CCCCC1	6.6	99.0	-6.0	-4.0	100.9	97.3	-8.0	-10.0	5.0	-4.0	19
Cc1nccn1CC(=O)N/N=C/c1ccc(O)c(O)c1	-34.8	93.3	-8.0	-5.0	95.6	93.8	-7.0	-8.0	-1.0	-8.0	11
C#CCNC(=O)C1=C[C@@H](c2ccccc2)[C@H](CCCO)[C@@H](OCC)O1	-12.1	97.1	-1.0	-2.0	99.2	97.1	0.0	0.0	-7.0	4.0	21
CCCc1nc2ccccc2c(=O)n1/N=C/c1c(C)[nH]n(-c2ccc(C)cc2)c1=O	-125.7	84.0	3.0	0.0	93.1	82.5	1.0	2.0	0.0	3.0	7
CCOC(=O)CNC(=O)N1CCCC(C(=O)c2ccc3c(c2)OCO3)C1 (stereo not drawn)	5.4	104.5	-1.0	-5.0	105.2	102.1	-5.0	-6.0	-2.0	-5.0	14
Cc1ccc(NC(=O)c2ccc(-c3nn(C)c(=O)c4ccccc34)cc2)c(C)c1	-16.6	101.8	-5.0	0.0	100.0	100.2	-12.0	-15.0	-2.0	-7.0	22
CC1(C)CC(=O)c2cc3c(N)c(C(=O)NCc4ccccc4)sc3nc2C1	-34.3	97.9	-1.0	5.0	103.5	104.5	-1.0	-5.0	0.0	-1.0	8
CCOC(=O)CCC(NC(=O)c1ccc(NCN2C(=O)CCC2=O)cc1)C(=O)OCC (stereo not drawn)	-22.0	95.8	-1.0	-2.0	97.0	93.7	-2.0	-2.0	-2.0	-2.0	28
COC(=O)c1ccccc1N1C(=O)[C@@H]2C(c3ccc(Br)cc3)=NO[C@@H]2C1=O	-13.9	102.6	-1.0	-1.0	98.9	100.0	-2.0	-8.0	-1.0	-3.0	78
C[C@@H](O)[C@@H]1NC(=O)c2cc([N+](=O)[O-])cc(I)c2NCC[C@@H](C(N)=O)NC(=O)CNC1=O	0.5	101.1	-3.0	0.0	101.7	104.6	0.0	2.0	0.0	-2.0	18
CC(C)(C)c1ccc(C(=O)N/C(=C/c2cccs2)C(=O)NCc2ccco2)cc1	-55.0	103.0	-6.0	-4.0	103.8	102.1	-5.0	-14.0	-14.0	-9.0	20
COc1ccc(CCNC(=O)c2ccc(=O)[nH]n2)cc1OC	100.0*	102.7	2.0	0.0	100.0	103.6	-9.0	-9.0	0.0	-8.0	41
Cc1ccc(/C=N/n2c(C)nc3ccccc3c2=O)s1	3.0	?	0.0	3.0	101.1	100.2	-3.0	-7.0	0.0	-3.0	13
CC(=O)Nc1ccc(S(=O)(=O)Nc2cccc(-c3ccc4nncn4n3)c2)cc1	-11.6	97.1	6.0	5.0	102.4	101.6	4.0	0.0	2.0	7.0	26
COc1ccc(CNC(=O)CCNS(=O)(=O)c2cccc3nsnc23)cc1	-6.1	113.3	-2.0	0.0	102.9	121.9	1.0	-1.0	0.0	-6.0	13
Nc1nc(NCCCN2CCOCC2)nc(Nc2ccc(F)cc2)c1[N+](=O)[O-]	-32.3	103.0	-4.0	-2.0	97.0	108.1	-1.0	-1.0	-2.0	-4.0	7
CCOC(=O)C(C)Sc1nc(-c2ccccn2)ncc1OC (stereo not drawn)	-55.7	?	-3.0	1.0	99.5	96.6	-3.0	-3.0	0.0	-4.0	14
O=C(N/N=C/c1ccc[nH]1)c1ccncc1	-10.4	87.7	-1.0	0.0	87.8	91.6	0.0	-4.0	1.0	-2.0	11
c1ccc(OCc2nn3c(-c4ccccn4)nnc3s2)cc1	-15.6	100.7	-5.0	-4.0	100.1	101.8	-6.0	-15.0	-3.0	-6.0	34
C/C(=C\C(=O)c1ccccc1)Nc1ccc2c(c1)OCO2	-11.9	98.4	-8.0	-5.0	100.5	97.2	-4.0	-8.0	-5.0	-10.0	12
NNc1nc2c(Cl)ccc(Cl)c2s1	-11.0	104.2	-6.0	0.0	104.9	101.5	-9.0	-16.0	0.0	-6.0	9
N#Cc1cc(C(=O)c2cc(F)ccc2O)cn(-c2nccs2)c1=O	-40.6	93.8	-2.0	0.0	85.8	91.5	2.0	1.0	0.0	-2.0	5
O=C(O)C1C2C=CC3(O2)C1C(=O)N1c2ccccc2C2OCCC2C13 (stereo not drawn)	-4.2	99.0	-6.0	0.0	104.9	101.1	-11.0	-15.0	-2.0	-10.0	26
Cn1c(NCCCO)nc2ccccc21	2.7	98.4	1.0	2.0	103.5	102.6	-8.0	-12.0	0.0	-8.0	53
CCNC(=O)N1c2ccccc2Sc2ccccc21	-18.4	103.6	0.0	1.0	98.5	99.9	0.0	-3.0	0.0	0.0	15
O=C(c1ccco1)N1CCN(c2nc(C(F)(F)F)nc3c2nnn3Cc2ccccc2)CC1	12.6	98.5	-11.0	-7.0	99.0	98.2	-8.0	-8.0	-8.0	-9.0	20
COc1ccc(Cl)cc1NC(=O)CNc1ccc(F)cc1C	-16.9	100.0	-8.0	-9.0	100.2	100.3	-5.0	-4.0	-5.0	-11.0	11
CNC(=O)c1ccccc1F	-2.9	100.7	-13.0	-1.0	97.9	93.6	-8.0	-14.0	-3.0	-8.0	23
Cc1ccc(CNC(=O)/C=C/c2ccc(S(=O)(=O)N3CCOCC3)cc2)cc1	-10.2	100.3	-17.0	-12.0	102.1	100.1	-7.0	-7.0	-22.0	-13.0	19
O=C(O)C1CCN(C(=O)c2ccccc2C(=O)N2CCC(C(=O)O)CC2)CC1	-11.5	103.5	-9.0	-3.0	102.9	101.9	-14.0	-19.0	-7.0	-15.0	33
O=C(/C=C/c1ccccc1Cl)Nc1cccc(O)c1	-20.2	99.7	-2.0	0.0	98.4	95.6	0.0	0.0	0.0	-4.0	17
COc1cc2ccccc2cc1C(=O)NCC(c1cccs1)N(C)C (stereo not drawn)	-15.6	90.6	-2.0	-1.0	97.3	90.8	-3.0	-5.0	0.0	-2.0	17
Cc1cc(C)n2c(SCCC(C)C)nnc2n1	-32.9	107.1	1.0	1.0	110.1	110.8	-4.0	-9.0	-3.0	-6.0	255*
CCOC(=O)c1sc2nc3c(SCC(=O)O)cc(C(=O)c4ccccc4O)cn3c(=O)c2c1C	-17.1	100.0	-7.0	-7.0	99.6	100.0	-6.0	-5.0	0.0	-7.0	21
CCN(CC(=O)Nc1ccc(NC(C)=O)cc1)CC(=O)Nc1ccccc1C(=O)c1ccccc1	-52.5	?	-7.0	-1.0	99.7	101.3	0.0	-4.0	-1.0	-5.0	19

Single entries from the results shown:
In Bim-Bcl-XL, Cc1nccn1CC(=O)N/N=C/c1ccc(O)c(O)c1 has the entry -8.0
In Mcl1 Bid PPI, c1ccc(OCc2nn3c(-c4ccccn4)nnc3s2)cc1 has the entry -15.6

Later entries:
SMILES	Mcl1 Bid PPI	RGS7-Gao reg	Bim-Bcl-XL	Bim-Bcl-W	RGS8-Gao reg	RGS4-Gao reg	Bcl-2 Bim block	Bfl-1 Bim block	Bim-Mcl-1	Bim-Bcl-B	GSH bead fluor
COc1ccc2c(c1)c(=O)oc1c(C)c(OCc3cc(C(=O)O)oc3C)ccc12	-50.6	102.8	-1.0	0.0	101.6	95.7	-3.0	-7.0	0.0	-1.0	8
O=C(/C=C/c1cccc([N+](=O)[O-])c1)NCCN1C(=O)S/C(=C\c2ccc(F)cc2)C1=O	-9.6	96.2	-4.0	-2.0	88.2	97.5	0.0	3.0	-3.0	-6.0	9
CCOC(=O)C1(Cc2ccccc2)CCN(Cc2ccc3c(c2)OCCO3)CC1	-15.4	101.3	-9.0	-7.0	104.0	105.4	-8.0	-5.0	-7.0	-4.0	18
COCCCNC(=O)c1oc2ccc(S(=O)(=O)N(C)C3CCCCC3)cc2c1C	7.9	102.5	-9.0	-2.0	100.3	101.5	-12.0	-17.0	-2.0	-8.0	25
